RGS4 inh: human RGS4 inhibition | P49798 | Transcreener GDP fluorescence polarization, RGS4-accelerated GTP hydrolysis | Potency, µM (titrated, usually from 114 µM), for the others: at the highest dose activity change, negative = inhibition, hits mostly inhibitors | hit rate 0.039% among 390,000 | AID 504845; further: on the % scale 0 is the no-effect control and ±100 the full control effect; nearly all actives have a fitted effect of over 75% in size; some results filed as inactive show a strong effect at the top dose
Target sequence (P49798 whole entry, looked up): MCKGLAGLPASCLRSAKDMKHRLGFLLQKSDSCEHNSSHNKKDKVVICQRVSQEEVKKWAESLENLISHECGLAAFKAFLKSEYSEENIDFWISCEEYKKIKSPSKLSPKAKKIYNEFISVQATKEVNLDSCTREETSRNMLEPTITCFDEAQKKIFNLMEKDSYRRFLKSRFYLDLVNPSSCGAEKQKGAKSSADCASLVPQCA
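MLSMR compounds (23 nl, pin-transferred) preincubated 10 min at room temperature with a 500nM (2x) first reagent, then RGS4 at 900nM (2x) plus Transcreener GDP mix added; fluorescence polarization (620/688 nm) read before and after 90 min at 30 °C.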
USP1 inh: blocks the human USP1/UAF1 deubiquitinase complex. O94782. recombinant USP1/UAF1, Ub-Rhodamine cleavage fluorescence. Potency, µM (series often up to 57.1 µM), for inactives: at the highest dose activity change, negative = inhibition, actives largely listed as inhibitors. hit rate 0.23% among 390,000. AID 743255; further: on the % scale 0 is the no-effect control and ±100 the full control effect; nearly all actives have a fitted effect of over 60% in size; inactives centre near -12
Target sequence (O94782 whole entry, looked up): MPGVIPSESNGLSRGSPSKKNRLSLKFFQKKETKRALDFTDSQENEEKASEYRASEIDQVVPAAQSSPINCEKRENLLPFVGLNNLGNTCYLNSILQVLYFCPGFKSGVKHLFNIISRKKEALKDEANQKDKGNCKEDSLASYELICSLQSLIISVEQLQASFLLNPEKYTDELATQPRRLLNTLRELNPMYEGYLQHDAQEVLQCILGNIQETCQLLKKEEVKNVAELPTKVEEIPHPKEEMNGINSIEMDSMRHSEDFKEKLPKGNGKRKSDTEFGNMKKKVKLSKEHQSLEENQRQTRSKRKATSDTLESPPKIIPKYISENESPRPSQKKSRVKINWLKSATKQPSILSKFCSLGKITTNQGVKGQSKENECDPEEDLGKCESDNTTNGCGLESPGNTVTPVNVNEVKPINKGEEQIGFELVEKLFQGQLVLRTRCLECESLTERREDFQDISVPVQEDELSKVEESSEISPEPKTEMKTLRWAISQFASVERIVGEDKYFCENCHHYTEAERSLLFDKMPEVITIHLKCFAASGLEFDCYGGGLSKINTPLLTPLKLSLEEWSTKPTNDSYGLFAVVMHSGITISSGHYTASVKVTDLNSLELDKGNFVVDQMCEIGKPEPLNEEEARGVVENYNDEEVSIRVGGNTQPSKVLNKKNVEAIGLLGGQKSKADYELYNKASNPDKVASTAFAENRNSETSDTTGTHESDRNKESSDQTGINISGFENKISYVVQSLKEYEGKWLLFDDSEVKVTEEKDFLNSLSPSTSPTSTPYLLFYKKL
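USP1/UAF1 complex (1 nM) preincubated 15 min at room temperature with compound, then Ub-Rho substrate (150 nM final) added. Kinetic fluorescence at 480/540 nm over 6 reads at 60 s intervals; 50 mM HEPES pH 7.8, 0.5 mM EDTA, 0.1 mg/ml BSA, 1 mM TCEP, 0.01% Tween-20.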
TrxR1 inh: rat TrxR1 inhibition. O89049. recombinant rTrxR1, NADPH fluorescence consumption, selenite substrate. Potency, µM (series often up to 114 µM), inactives show top-dose activity change, negative = inhibition, actives largely listed as inhibitors. hit rate 1% among 390,000; further: on the % scale 0 is the no-effect control and ±100 the full control effect; nearly all actives have a fitted effect of over 65% in size
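Rat TrxR1 (90 nM in the dispensed reagent) was pre-reduced with 400 uM NADPH for 5 min at room temperature, then incubated with compound for 15 min. After 400 uM selenite was added, NADPH fluorescence (Ex 340/Em 450 nm) was followed for 8 min.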
ALOX12 inh: ALOX12 (human) lipoxygenase inhibition; P18054; purified 12hLO, xylenol orange hydroperoxide absorbance; Potency, µM (titrated, usually from 108 µM), for inactives: at the top dose activity change, negative = inhibition, actives largely listed as inhibitors; hit rate 1.1% among 580,000; AID 1671190; further: on the % scale 0 is the no-effect control and ±100 the full control effect
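Hydroperoxide product was detected by ferrous iron/xylenol orange as the 573 to 405 nm absorbance ratio. Arachidonic acid at 40 uM (final) was turned over for 30 min at room temperature by 150 nM human 12hLO, pH 7.0 Hepes buffer, after 15 min compound preincubation.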
Vif-APOBEC3G blk: blocks the Vif interaction with human APOBEC3G. Q9HC16. HeLa A3G-eYFP + Vif (tagged APOBEC3G with the HIV-1 protein that degrades it), YFP fluorescence, overnight. Potency, µM (titrated, usually from 46.1 µM), for inactives: at the highest dose activity, negative = active, hits mostly inhibitors. hit rate 0.076% among 410,000;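 further: on the % scale 0 is the no-effect control and ±100 the full control effect; nearly all actives have a fitted effect of over 60% in size; hits raise eYFP signal because A3G escapes Vif-driven loss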
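Read-out is eYFP fluorescence (Ex 488/Em 500-530) from Vif-expressing HeLa A3G-eYFP cells; more signal means A3G escaped Vif-mediated degradation. Cells plated overnight, compound pinned in, incubated overnight at 37 deg C.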
TrxR1 substrate: is turned over as a substrate by rat TrxR1 | Potency, µM (highest dose often 114 µM), for the others: at the highest dose activity change, negative = substrate turnover | purified TrxR1 substrate turnover, NADPH consumption readout | hit rate 0.01% among 390,000 | O89049 | AID 588456; further: on the % scale 0 is the no-effect control and ±100 the full control effect; nearly all actives have a fitted effect of over 50% in size
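Rat TrxR1, dispensed at 90 nM, was prereduced with 400 uM NADPH (final) for 5 min at ~22 deg C, then incubated with compound 15 min before 400 uM selenite. A first-read NADPH fluorescence drop versus no-compound background flagged substrates.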
IDH1 R132H inh: blocks human mutant IDH1 R132H enzyme | IDH1-R132H enzyme, NADPH consumption, diaphorase/resazurin fluorescence | Potency, µM (titrated, usually from 76.6 µM), without a hit: top-dose activity change, negative = inhibition, actives largely listed as inhibitors | hit rate 0.093% among 390,000; further: on the % scale 0 is the no-effect control and ±100 the full control effect; nearly all actives have a fitted effect of over 65% in size
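IDH1-R132H (0.5 ug/mL dispensed) in pH 7.5 Tris buffer was preincubated 30 min with compound, then given a substrate mix of 0.016 mM NADPH and 2 mM alpha-KG for 80 min at room temperature; remaining NADPH was read by diaphorase/resazurin fluorescence.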
RXFP1 ag: RXFP1 (human) receptor agonism. HEK293T-RXFP1 cAMP TR-FRET, 30 min; response scale: percent of porcine relaxin response, buffer zero. hit rate 0.3% among 370,000. Potency, µM (top dose mostly 57.5 µM), for inactives: at the highest dose activation, actives largely listed as activators. Q9HBX9; further: on the % scale 0 is the no-effect control and ±100 the full control effect; nearly all actives have a fitted effect of over 60% in size; many of its hits are not listed in these tables
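Agonist response is measured as cAMP accumulation in an RXFP1-transfected HEK293T line under PDE4 inhibition. Values are scaled between buffer-only and 29 nM porcine relaxin, and EC50s come from standard Hill equation fits.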
Vif-APOBEC3F blk: Vif-A3F binding inhibition; HeLa A3F-eYFP + Vif (tagged APOBEC3F with the HIV-1 protein that degrades it), YFP fluorescence increase; Potency, µM (top dose mostly 46.1 µM), without a hit: at the highest dose activity, negative = active; hit rate 0.2% among 390,000; further: % of control where 0% means no effect; nearly all actives have a fitted effect of over 65% in size
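HeLa cells stably expressing Vif plus C-terminally eYFP-tagged A3F were seeded, incubated overnight at 37 deg C, dosed with compound, incubated overnight again at 37 deg C. Yellow fluorescence (Ex 488/Em 500-530) reported blocked Vif-mediated A3F-eYFP degradation.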
Numbers without * were called inactive; ? = inconclusive; . = no result given; & = joins results of further samples; [ ] = dose if it differs, or a comment. The call rests on the fitted dose curve; in most records, active means well fitted curve in the direction sought with a large enough effect; inconclusive means small, poorly fitted or top-dose-only effect, or another doubt; inactive means no such curve, though single readings can be large; an effect the other way counts as inactive or inconclusive. Potency means the concentration at half of the fitted maximal effect. This is a subset. The share of hits here may be higher or lower than overall.

1: CC(=O)NCCCCCCNC(C)=O
2: CCNC(=O)C(=O)NCCC1CCCCN1S(=O)(=O)c1cccs1 (stereo not given)
3: O=C(NCCn1c(C(F)(F)F)nc2ccccc21)[C@H]1CCCN1c1nc(CN2CCCCC2)cs1
4: Cc1c(C(=O)Oc2ccc(Cl)cc2)n(C)oc1=O
5: O=C(c1ccc(Cl)cc1)c1ccc(OCC(=O)N2CCOCC2)cc1
6: O=C(Cn1cc(C(F)(F)F)cc(Cl)c1=O)Nc1cccc(S(=O)(=O)N2CCCCC2)c1

Screen / compound no.	1	2	3	4	5	6
RGS4 inh	-5.6%	12.8%	-4.7%	-8.2%	24.4%	-15.7%
USP1 inh	-22.3%	4.8%	4.1%	-17.8%	-12.3%	-9.1%
TrxR1 inh	26.6%	19.8%	-8.7%[57.1 µM]	-8.0%	3.2%	2.1%
ALOX12 inh	4.7%	-6.1%	10.8%	0.0%	-8.2%	-13.1%
Vif-APOBEC3G blk	2.3%	0.6%	-6.6%	1.0%	-5.5%	2.8%
TrxR1 substrate	9.1%	3.9%	-0.3%[57.1 µM]	0.8%	1.1%	-11.2%
IDH1 R132H inh	6.8%	6.7%	-4.0%	8.7%	6.0%	-14.8%
RXFP1 ag	-2.9%&-0.1%	-1.6%	-0.2%	-1.3%	0.3%	-1.6%
Vif-APOBEC3F blk	-0.1%	-18.7%	-3.7%	12.0%	-7.8%	1.9%

7: CC12CCC(C(=O)Nc3cc(Cl)ccc3Cl)(C/C1=N\O)C2(C)C (stereo not given)
8: CCC(C)(C)NC(=S)Nc1ccc(-c2nc3ccc(C)cc3s2)cc1
9: CC1(NC(=O)c2cccc(S(=O)(=O)N3CCCc4ccccc43)c2)CCS(=O)(=O)C1 (stereo not given)
10: O=C(Nc1ccc2c(c1)OCCO2)c1ccc(Cl)c(Cl)c1
11: Cc1cc2nc(NCCCO)n(CC(=O)c3cc(C(C)(C)C)c(O)c(C(C)(C)C)c3)c2cc1C
12: COc1ccc2c(c1OC)C(=O)NC(C)=C(C(=O)OC(C)(C)C)C2O (stereo not given)

Screen / compound no.	7	8	9	10	11	12
RGS4 inh	0.7%	-40.6%	-11.1%	2.0%	3.9%	-0.3%
USP1 inh	-15.9%	-15.6%	2.5%	-22.1%	-0.8%	-27.5%
TrxR1 inh	7.0%	18.4%[0.457 µM]	4.4%	6.5%	14.3%	12.4%
ALOX12 inh	0.0%	-24.4%	0.2%	1.3%	-26.5%	-18.3%
Vif-APOBEC3G blk	1.7%	-15.4%	1.0%	-0.9%	-1.0%	1.1%
TrxR1 substrate	-0.7%	37.3%[activator]	1.9%	-4.0%	-5.4%	10.2%
IDH1 R132H inh	6.9%	1.0%	1.4%	12.3%	-23.3%	-2.9%
RXFP1 ag	-0.1%	16.0%	0.7%	-0.3%	-0.1%	-2.1%
Vif-APOBEC3F blk	0.1%	2.4%	3.2%	9.5%	0.7%	-6.3%

Grouped by structure: those above containing a CF3 group.
3: O=C(NCCn1c(C(F)(F)F)nc2ccccc21)[C@H]1CCCN1c1nc(CN2CCCCC2)cs1
6: O=C(Cn1cc(C(F)(F)F)cc(Cl)c1=O)Nc1cccc(S(=O)(=O)N2CCCCC2)c1

Screen / compound no.	3	6
RGS4 inh	-4.7%	-15.7%
USP1 inh	4.1%	-9.1%
TrxR1 inh	-8.7%[57.1 µM]	2.1%
ALOX12 inh	10.8%	-13.1%
Vif-APOBEC3G blk	-6.6%	2.8%
TrxR1 substrate	-0.3%[57.1 µM]	-11.2%
IDH1 R132H inh	-4.0%	-14.8%
RXFP1 ag	-0.2%	-1.6%
Vif-APOBEC3F blk	-3.7%	1.9%

More structures follow:
13: CC(=O)c1c(O)cc(O)cc1CC(=O)O
14: Nc1ccc2nc(-c3ccc(-c4nc5ccc(N)cc5[nH]4)cc3)[nH]c2c1
15: N=c1sccn1CC(=O)Nc1ccc(Cl)c(S(=O)(=O)N2CCOCC2)c1
16: O=C(OCC(=O)N1CCc2ccccc21)c1cc(S(=O)(=O)N2CCOCC2)ccc1F
17: O=C(CN1CCN(C(=O)CNC(=O)c2ccc(N3CCCC3=O)cc2)CC1)Nc1cccc(F)c1
18: Nc1nnc(SCC(=O)Nc2cc(S(=O)(=O)N3CCOCC3)ccc2N2CCCC2)s1

Screen / compound no.	13	14	15	16	17	18
RGS4 inh	-6.4%	?	-18.1%	2.5%	.	-2.8%
USP1 inh	7.1%	-21.1%	-3.9%	-7.0%	7.3%	-22.6%
TrxR1 inh	-14.5%	1.0%[57.1 µM]	10.6%[57.1 µM]	-13.6%	.	-10.1%
ALOX12 inh	-5.1%	3.7%	5.1%	-14.5%	10.9%	4.0%
Vif-APOBEC3G blk	3.3%	-0.4%	-6.6%	-1.4%	-3.5%	-9.3%
TrxR1 substrate	-3.7%	0.4%[57.1 µM]	-0.9%[57.1 µM]	-9.1%	.	0.8%
IDH1 R132H inh	-10.8%	2.8%	6.6%	2.6%	-3.0%	11.0%
RXFP1 ag	0.3%	?	2.5%	1.3%	.	9.1%
Vif-APOBEC3F blk	3.6%	-2.3%	4.6%	10.2%	-6.2%	-0.2%

19: O=C(O)c1cccc(C(=O)Cc2ccccc2)c1
20: CCOC(=O)C1=C(COC(=O)Cc2ccccc2)NC(=O)NC1C (stereo not given)
21: O=C(OCc1ccc2c(c1)OCO2)c1ccc(S(=O)(=O)N2CCCC2)cc1
22: CCOc1ccccc1CN(CCc1ccc2c(c1)OCO2)Cc1cc(OC)c(OC)cc1OC
23: CC1CSc2ccccc2NC1=S (stereo not given)
24: COCC(=O)NCCSc1c(C)[nH]c2ccccc12

Screen / compound no.	19	20	21	22	23	24
RGS4 inh	-5.7%	6.2%	-6.6%	-13.2%	-9.8%	10.8%
USP1 inh	-27.0%	-17.6%	1.2%	?	-17.7%	0.3%
TrxR1 inh	0.2%	-7.0%	-7.0%	-10.3%	-14.7%	0.1%[57.1 µM]
ALOX12 inh	0.0%	-13.9%	50.2%[activator]	?	-17.0%	4.4%
Vif-APOBEC3G blk	-0.2%	-0.1%	1.9%	4.0%	-0.5%	-2.7%
TrxR1 substrate	-0.6%	-8.6%	-9.4%	-3.9%	-4.2%	3.5%[57.1 µM]
IDH1 R132H inh	9.5%	-0.1%	0.7%	7.0%	4.2%	18.0%
RXFP1 ag	-0.4%	-2.7%	0.4%	-0.6%	-0.3%	-0.5%
Vif-APOBEC3F blk	-0.7%	1.5%	-4.8%	-0.9%	2.9%	-3.2%

25: COc1cccc(/C=C2\C(=O)C(=O)c3ccccc32)c1
26: C/C=C(\C)C(=O)O[C@H](c1cc2ccc(=O)oc2cc1OC)[C@@H](O)C(C)(C)O
27: CCCn1nc(NC(=O)c2ccco2)c2cc3ccccc3nc21
28: CC(C)c1ccc(NC(=O)C(c2ccccc2)N(C)C(=O)c2cnccn2)cc1 (stereo not given)
29: COC(=O)[C@@H](NCc1cccc(CN[C@H](C(=O)OC)c2ccccc2)c1)c1ccccc1
30: Cc1ccc(N(CC(=O)Nc2ccc(OC(F)(F)F)cc2)S(=O)(=O)c2c(C)noc2C)cc1

Screen / compound no.	25	26	27	28	29	30
RGS4 inh	-23.8%	6.4%	24.1%[11.4 µM]	0.8%	-1.4%	18.5%
USP1 inh	1.5%	-18.2%	-6.3%	-20.8%	-9.6%	-35.5%
TrxR1 inh	?	-20.2%	?	2.2%[57.1 µM]	8.5%	-7.0%
ALOX12 inh	?	-4.5%	-27.4%	-16.2%	8.4%	-9.0%
Vif-APOBEC3G blk	?	-0.1%	-7.6%	0.3%	-2.8%	-0.6%
TrxR1 substrate	0.2%	72.3%[activator]	9.1%	-11.8%	2.4%	-8.5%
IDH1 R132H inh	-0.9%	-6.2%	7.2%	-1.0%	-7.2%	?
RXFP1 ag	1.5%	-0.2%	-0.1%	-0.7%	0.7%	-0.5%
Vif-APOBEC3F blk	?	-1.5%	1.8%	1.8%	-0.3%	1.7%

31: COC(=O)CNc1nc(C2CC2)nc2c1nnn2Cc1ccccc1Cl
32: O=C(Nc1ccccc1)N(Cc1ccccc1)C1=NCCS1
33: CC(C)CN1CCN(CC#Cc2ccccc2)CC1CCO (stereo not given)
34: COc1cc(OC)cc(C(=O)Nc2ccc(S(=O)(=O)N(C)C)cc2)c1
35: CS(=O)(=O)N1CCN(c2ccc(NC(=S)NC(=O)c3ccc4c(c3)OCO4)cc2)CC1
36: CC(=O)c1cccc(NC(=O)CSc2nnc(-c3cccnc3)o2)c1

Screen / compound no.	31	32	33	34	35	36
RGS4 inh	7.4%	-34.2%	-1.0%	-20.4%	-28.0%	-11.0%[56.9 µM]
USP1 inh	-21.9%	-14.9%	-23.2%	0.7%	-10.5%	-7.8%
TrxR1 inh	10.5%	10.0%[57.1 µM]	-6.2%	26.8%	-19.9%[57.1 µM]	15.5%
ALOX12 inh	0.8%	0.8%	81.6%[activator]	12.8%	?	-43.9%
Vif-APOBEC3G blk	4.0%	-4.1%	-2.2%	0.3%	-0.9%	-0.1%
TrxR1 substrate	8.9%	6.9%[57.1 µM]	0.5%	3.9%	1.8%[57.1 µM]	1.5%
IDH1 R132H inh	-1.0%	-3.7%	-7.0%	8.2%	0.7%	13.6%
RXFP1 ag	2.7%	1.6%	-4.1%	1.1%	5.7%	2.9%
Vif-APOBEC3F blk	0.4%	0.5%	2.3%	-1.3%	-2.1%	-3.8%

Bioassay records as filed in PubChem BioAssay.
